hcGAS inh: human cGAS inhibition; Q8N884; recombinant h-cGAS, ATP depletion, Kinase-Glo luminescence; inhibition, % at 12.5 µM; 290,000 tested, 0.081% active; AID 1259398;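 also: 0% = vehicle reaction and 100% = reaction without DNA for no activity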
Target sequence (Q8N884 whole entry, looked up): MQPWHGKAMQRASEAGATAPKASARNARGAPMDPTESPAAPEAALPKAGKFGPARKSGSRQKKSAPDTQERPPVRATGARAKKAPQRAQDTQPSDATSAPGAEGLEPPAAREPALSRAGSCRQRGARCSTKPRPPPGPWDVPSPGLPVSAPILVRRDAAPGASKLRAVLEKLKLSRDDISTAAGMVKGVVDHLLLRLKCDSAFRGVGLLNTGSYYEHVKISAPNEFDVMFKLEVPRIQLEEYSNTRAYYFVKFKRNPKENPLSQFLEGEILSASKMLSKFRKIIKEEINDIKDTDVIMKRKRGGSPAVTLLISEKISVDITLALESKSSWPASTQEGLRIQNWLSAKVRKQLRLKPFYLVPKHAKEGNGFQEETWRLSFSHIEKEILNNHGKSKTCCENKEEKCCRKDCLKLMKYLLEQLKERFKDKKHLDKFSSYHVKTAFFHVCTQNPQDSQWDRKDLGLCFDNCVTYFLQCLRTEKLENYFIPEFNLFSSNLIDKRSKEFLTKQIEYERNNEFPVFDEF
mcGAS lum: blocks mouse cGAS activity | Q8C6L5 | recombinant cGAS, Kinase-Glo ATP depletion luminescence | inhibition, % at 12.5 µM | 160,000 tested, 0.15% active;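 also: 0% = negative control wells and 100% = reference inhibitor with no enzyme activity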
NPYLR7 ag: mosquito NPYLR7 agonism. HEK293T NPYLR7/Galpha15, GCaMP6s calcium fluorescence. activation, % at 10 µM. 270,000 tested, 0.15% active. AID 1259423; in the data active = activation above about 40%;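 also: 0% = vehicle and 100% = reference agonist at the receptor; some compounds past the cut are filed as inactive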
An asterisk follows results filed as active; nt = not tested or not shown; & = joins results of further samples. Rule as the data show it, unless noted: active = inhibition above about 40%; inactive = the rest.

Each structure is followed by: hcGAS inh | mcGAS lum | NPYLR7 ag
1) CCSc1nc(CC(=O)NCc2ccc(CC)cn2)cs1
    -6 | nt | 4
2) COc1cc(C=C2N=C(c3ccc(Cl)cc3)OC2=O)ccc1OCC(=O)N1CCOCC1
    -11 | nt | 2
3) CN1CCN(C)C2(CCN(C(=O)C(c3ccccc3)n3cnnn3)CC2)C1 (stereo not given)
    -1 | -19 | 5
4) CC(O)CN(c1ccccc1)S(=O)(=O)C1=Cc2ccccc2CC1 (stereo not given)
    -9&0 | nt | -4&-6
5) O=C(Nc1ccc(F)cc1F)c1cnn2c(C(F)(F)F)cc(-c3ccco3)nc12
    3 | 6 | -7
6) Cc1cccc2c(CCNC(=O)[C@H]3CCCO3)c[nH]c12
    -5 | -17 | 4
7) O=C(Nc1cccc(C(F)(F)F)c1)N[C@H]1CO[C@H]2[C@@H]1OC[C@@H]2n1cc(-c2ccccc2)nn1
    -7 | -8 | -3
8) O=C(CNC(=O)c1cccc(F)c1)Nc1nc2cc3c(cc2s1)OCCO3
    -11 | nt | 19
9) Cc1ccc(OC2(C(=O)NC(C)Cc3cc(C)[nH]n3)CCNCC2)cc1 (stereo not given)
    4 | 4 | -5
10) CCCCOC(=O)c1ccc(-c2n[nH]c(=O)c3ccccc23)cc1
    -3 | -6 | 5
11) O=C(CSc1nc(=O)n(CCCN2CCOCC2)c2c1CCC2)Nc1cccc2ccccc12
    -6 | -7 | 1
12) O=C(O)c1ccc(C=Nc2ncn[nH]2)cc1
    -1 | nt | -8
13) Cc1cccc(Cn2c(C(=O)N3CCN(C(=O)c4ccc(C(F)(F)F)cc4)C(C)C3)cc3ccsc32)c1 (stereo not given)
    -4 | -5 | 4
14) c1ccc(CCc2nc(-c3ccc(CSc4ncn[nH]4)o3)n[nH]2)cc1
    4 | -10 | 10
15) COCC(C)NC(=O)Nc1ccc(Oc2ccncc2)cc1 (stereo not given)
    -6 | nt | 17
16) O=C(CC1C=CCC1)NC1(CN2CCOCC2)CCCC1 (stereo not given)
    -15 | -7 | nt
17) CCCCN(Cc1ccco1)C(=O)c1c(C)nc2ncccn12
    -2 | -17 | 5
18) O=C(CCn1cncn1)N1CCCC(Nc2ccc3c(c2)OCCO3)C1 (stereo not given)
    -7 | nt | 2
19) CCc1nc(C)cn1S(=O)(=O)c1ccc(OC)c(C)c1
    -7 | nt | 4
20) O=C(COc1cc(=O)n2ccccc2n1)Nc1cccc(Cl)c1
    -6 | -6 | -6
21) COc1ccc(S(=O)(=O)Oc2cc(CN(C(=O)NC(C)(C)C)C3CC3)ccc2OC)cc1
    -8 | -11 | 13
22) CS(=O)(=O)c1ccc2c(c1)CCCN2Cc1cccc2cccnc12
    -3 | nt | -3
23) COC(=O)c1c(C)[nH]c(C(=O)NCc2ccccc2CN2CCCC2)c1C
    -10 | nt | 1
24) Cc1c(C(C)NC(=O)c2ccc3c(c2)OCCO3)cnn1-c1ccccn1 (stereo not given)
    -8 | -3 | 14
25) COc1ccc(NC(=O)c2sc(=O)n(Cc3cccc(C(F)(F)F)c3)c2C)cc1OC
    1 | nt | -9
26) Cc1nn2c(N3CCCC3)c3c(nc2c1-c1ccccc1)CCCC3
    -8 | -8 | 5
27) CC1CN(CC(=O)Nc2ccc(Cl)c(S(=O)(=O)N3CCCCC3)c2)CC(C)O1 (stereo not given)
    -4 | nt | 6
28) COc1ccc(C2C3C(C)=NN=C3CC(C)(O)C2C(C)=O)cc1 (stereo not given)
    -5 | nt | 7
29) CCNC(=O)C1(C)CCCN1C(=O)c1ccc(N(C)C)cc1 (stereo not given)
    -14 | -7 | 7
30) COc1ccc(CN(C)C(=O)Nc2c(C)n(C)n(-c3ccccc3)c2=O)c(OC)c1
    0 | nt | -3

Compounds 25 to 30, reprinted for reference:
Each structure is followed by: hcGAS inh | mcGAS lum | NPYLR7 ag
25) COc1ccc(NC(=O)c2sc(=O)n(Cc3cccc(C(F)(F)F)c3)c2C)cc1OC
    1 | nt | -9
26) Cc1nn2c(N3CCCC3)c3c(nc2c1-c1ccccc1)CCCC3
    -8 | -8 | 5
27) CC1CN(CC(=O)Nc2ccc(Cl)c(S(=O)(=O)N3CCCCC3)c2)CC(C)O1 (stereo not given)
    -4 | nt | 6
28) COc1ccc(C2C3C(C)=NN=C3CC(C)(O)C2C(C)=O)cc1 (stereo not given)
    -5 | nt | 7
29) CCNC(=O)C1(C)CCCN1C(=O)c1ccc(N(C)C)cc1 (stereo not given)
    -14 | -7 | 7
30) COc1ccc(CN(C)C(=O)Nc2c(C)n(C)n(-c3ccccc3)c2=O)c(OC)c1
    0 | nt | -3

Next results follow.
Each structure is followed by: hcGAS inh | mcGAS lum | NPYLR7 ag
31) Cc1cn(CCNC(=O)c2cccc(NCc3sccc3C)c2)nn1
    -5 | nt | 5
32) COc1ccc(-n2nc(C(C)(C)C)cc2NC(=O)c2ccc(OC(F)(F)F)cc2)cc1
    -3 | -7 | 4
33) CC(CC12CC3CC(CC(C3)C1)C2)NCc1c(C(=O)N2CCCC2)nc2ccccn12 (stereo not given)
    -4 | -4 | 16
34) Cc1ccc2nc(N(CCCN(C)C)C(=O)c3cc(C)on3)sc2c1
    -12 | -7 | 1
35) O=C(c1ccc(-c2ccc(F)cc2)s1)N1CCc2ccccc2C1
    -4 | -6 | -2
36) CCS(=O)(=O)Oc1cc(CN(CC(C)C)S(=O)(=O)c2ccc(Cl)cc2)ccc1OC
    -2 | -6 | 14
37) CCC(=O)Nc1ccc(NC(=O)c2nc(C(C)C)cs2)cc1Cl
    -8 | nt | 4
38) O=C(CN1CCN(S(=O)(=O)c2ccc3c(c2)CCC3)CC1)Nc1ccc(F)c(F)c1
    4 | -4 | -1
39) O=C(Nc1nc(-c2ccc(I)cc2)cs1)c1c(F)cccc1F
    -8 | -7 | 0
40) CCN1CCN(C(=O)CCN(CC(C)C)c2nc(-c3ccccc3)nc3cc(Cl)ccc23)CC1
    -4 | -7 | 9
41) CC(C)NC(=O)CN1CCN(C(=O)CN2C(=O)C(Oc3ccccc3)C2c2ccccc2)CC1 (stereo not given)
    4 | nt | 2
42) Cc1ccc(S(=O)(=O)NNC2=C3OC[C@@H](O3)[C@@H](N3C(=O)c4ccccc4C3=O)C2)cc1
    -10 | nt | 1
43) CCCc1nnc2sc(CCc3c(C)n[nH]c3C)nn12
    -4 | -9 | 0
44) CC(Sc1nccn1C1CC1)C(=O)Nc1ccc(N2CCCCC2)cc1 (stereo not given)
    -5 | -7 | 1
45) CC1CN(C(=O)c2cc3ccsc3n2Cc2ccccc2F)CCN1S(C)(=O)=O (stereo not given)
    6 | 3 | 3
46) COc1cccc(-c2cc(C(=O)N3CCN(c4cccc(C(F)(F)F)c4)CC3)nc3cc(C(C)(C)C)nn23)c1
    -8&-3 | -8&-5 | -8&19
47) COC(=O)c1ccc(C2c3c(oc4cc(C)c(Cl)cc4c3=O)C(=O)N2C)cc1 (stereo not given)
    -4 | nt | 4
48) COc1ccc(-c2cnc(-c3ccc(CNC(=O)c4cc(C)nc(Cl)c4)cc3)[nH]2)cc1
    -1 | -3 | 17
49) Cn1c(=O)c2c(nc(/C=C/c3cccc(Cl)c3)n2C)n(C)c1=O
    2 | -2 | -6
50) O=C(c1ccccc1OC(F)(F)F)N1CC(=O)N2CCc3c(F)cccc3C2C1 (stereo not given)
    -5 | -7 | 35
51) Cc1ccc(-n2c(C)cn3c4c(=O)n(CCN5CCOCC5)c(=O)n(C)c4nc23)cc1C
    -7 | nt | 15
52) CCOc1ccc(-n2nnc3c(=O)n(Cc4ccc(C)cc4)cnc32)cc1
    -2 | nt | 6
53) CCc1[nH]n(-c2ccc(Cl)cc2)c(=O)c1C1=C([n+]2cccc(C)c2)C(=O)N(CC2CCCO2)C1=O (stereo not given)
    -13 | -9 | -5
54) CSc1nc2ncc3c(=O)n(C4CCCC4)ccc3n2n1
    -10 | nt | 4
55) COc1cc(-c2cnn3ccc(NCCN(C)C)nc23)cc(OC)c1OC
    -2 | 0 | -5
56) CCC(=O)Nc1cccc(C(=O)N(Cc2c(C)nn(C)c2C)C(C)C)c1
    0 | -7 | 3
57) Cc1cc(C)n(-c2cc(Oc3ccc(C#N)cc3)nc(-c3ccccc3)n2)n1
    -5 | -7 | 1
58) O=S(=O)(CCO)Cc1ccc(OC(F)F)cc1
    -5 | nt | 2
59) CCOC(=O)N1CCN(CC(=O)N2N=C(c3ccc(F)cc3)CC2c2cc(C)ccc2C)CC1 (stereo not given)
    -5 | -5 | -1
60) CC(CS(C)(=O)=O)N(C)c1cccc(C(F)(F)F)n1 (stereo not given)
    -4 | nt | 2

Five structures already listed, ordered by molar mass, smallest number first.
Each structure is followed by: hcGAS inh | mcGAS lum | NPYLR7 ag
35) O=C(c1ccc(-c2ccc(F)cc2)s1)N1CCc2ccccc2C1
    -4 | -6 | -2
47) COC(=O)c1ccc(C2c3c(oc4cc(C)c(Cl)cc4c3=O)C(=O)N2C)cc1 (stereo not given)
    -4 | nt | 4
32) COc1ccc(-n2nc(C(C)(C)C)cc2NC(=O)c2ccc(OC(F)(F)F)cc2)cc1
    -3 | -7 | 4
40) CCN1CCN(C(=O)CCN(CC(C)C)c2nc(-c3ccccc3)nc3cc(Cl)ccc23)CC1
    -4 | -7 | 9
53) CCc1[nH]n(-c2ccc(Cl)cc2)c(=O)c1C1=C([n+]2cccc(C)c2)C(=O)N(CC2CCCO2)C1=O (stereo not given)
    -13 | -9 | -5

New compounds follow:
Each structure is followed by: hcGAS inh | mcGAS lum | NPYLR7 ag
61) CN1CCN2C[C@@H](NC(=O)CCc3ccc4c(c3)OCO4)C[C@H]2C1
    -9 | -14 | -6
62) Cc1nc(Nc2ccccc2F)sc1C(=O)Nc1ccccc1
    4 | nt | 2
63) CCOC(=O)CC1=Nn2c(nnc2-c2cccs2)SC1
    -8 | nt | 0
64) CCOc1ccc2c(c1)CC(C(=O)C(C#N)c1ccccn1)CO2 (stereo not given)
    -9 | nt | 0
65) CC(C)=CCC/C(C)=C/CNC(=O)c1cncn1-c1cccc(-c2cccc3c2sc2ccccc23)c1
    -2 | -6 | 10
66) CCCc1[nH]n(-c2ccc(F)cc2)c(=O)c1C1=C([n+]2cccc(C)c2)C(=O)N(CC(C)C)C1=O
    -12 | -6 | -1
67) CCC/C=C/c1ncccc1C(=O)N1CCCC1
    -3 | nt | 11
68) CCC(OC1CCCC(C)C1)C(=O)NC(C(N)=O)C(C)C (stereo not given)
    -2 | nt | 0
69) CSc1nc(NCC(C)C)c2cnn(CCNC(=O)Cc3ccccc3)c2n1
    -3 | -7 | nt
70) CCOc1cc(C=C2N=C(c3ccccc3F)OC2=O)ccc1OCC(=O)N1CCCCC1
    -7 | nt | 7
71) COc1cc(Cn2nc(C(C)C)c3cnn(C(C)(C)C)c3c2=O)cc(OC)c1
    -5 | nt | 11
72) CC(C)(O)C#Cc1cccc(C(=O)NCCC2=CSC3=NCCCN23)c1
    -9 | -12 | 16
73) CNS(=O)(=O)c1ccc(Sc2nnc3ccccn23)c([N+](=O)[O-])c1
    0 | nt | 0
74) CCC(=O)N(CCN1CCOCC1)Cc1cc(Cl)ccc1OCc1nc(CO)cs1
    -1 | -4 | 7
75) CN(C)C=Nc1ccc(Br)cn1
    -7 | nt | -6
76) S=c1[nH]nc(-c2snnc2-c2ccccc2)n1CC1CCCCC1
    -2 | -4 | -6
77) CC(OC(=O)CSCCc1ccccc1)C(=O)Nc1ccc(S(=O)(=O)N2CCOCC2)cc1 (stereo not given)
    -11 | nt | -1
78) Cc1nc2c(c(=O)c3ccccc3n2C)c(=O)n1-c1ccccc1
    -7 | nt | 6
79) COc1cc(-c2ccnc(N3CCN(C(=O)c4cccc(F)c4)CC3)n2)cc(OC)c1OC
    -5 | -7 | -9
80) Cc1nn2c(ncc3c(=O)n(-c4ccccc4C#N)ccc32)c1-c1ccc(F)cc1
    -2 | nt | -7
81) O=C(c1cc2cc(Cl)ccc2oc1=O)N1CCCc2ccccc21
    -4 | nt | 6
82) CC(=O)Nc1cccc(-c2ncc(C(F)(F)F)cc2Cl)c1
    -8 | nt | -2
83) Cn1cnc2cc(C(=O)N3CCNCC3C(=O)N3CCCC3)ccc2c1=O (stereo not given)
    -7 | nt | 19
84) COc1ccc(-c2cc(C(=O)N/N=C\c3ccc(Cl)cc3Cl)[nH]n2)cc1
    -8 | -4 | 1
85) Cc1ccnc(SCc2cc(=O)c(OC(=O)c3ccc(C)c([N+](=O)[O-])c3)co2)n1
    -3 | -4 | -13
86) CC1(c2ccc(Cl)cc2)NC(=O)N(CC(=O)N2CCNC2=O)C1=O (stereo not given)
    -4 | nt | -7
87) CC1(C)C[C@H]2C[C@@H](Oc3ccccn3)[C@H](N3CCN(c4ncccn4)CC3)[C@]2(O)CO1
    -3 | -8 | 1
88) O=C1NCCCCC1Sc1nc2scc(-c3ccc(F)cc3)c2c(=O)[nH]1 (stereo not given)
    -3 | nt | 10
89) CC(C(=O)Nc1cc(F)ccc1F)N1CCN(C(C)(C)CO)CC1 (stereo not given)
    -7 | -11 | 0
90) O=C(NCc1nc2ccccc2o1)c1ccc2oc(CCc3ccccc3)nc2c1
    -5 | -7 | -5
91) Cc1ccccc1N1OC2C(=O)N(c3ccccc3)C(=O)C2C1c1ccc(N(C)C)cc1 (stereo not given)
    -7 | -6 | -1
92) Cc1c(C)c(C(=O)N2CCN(c3ccccc3F)CC2)n(Cc2cccc(C(F)(F)F)c2)c1C
    -3 | -4 | 31
93) COc1cc(/C=C/c2nc(C(=O)O)ccc2C#N)cc(OC)c1OC(F)F
    -4 | nt | 11
94) COc1ccc(OCC2CCCN(C(=O)c3cn(Cc4ccccc4Cl)nn3)C2)cc1 (stereo not given)
    -6 | -10 | 13
95) O=C(O)c1cccc(C2OCCO2)c1
    -5 | nt | 0
96) Cc1cc(=O)[nH]c(-n2nc(C)c(CCC(=O)NCc3ccccc3)c2C)n1
    5 | nt | 15
97) c1ccc(CCC2CN(C3CCC3)CCO2)cc1 (stereo not given)
    -1 | -1 | nt
